Source: PubChem BioAssay
LEDGF integ inh: blocks HIV-1 LEDGF/p75-dependent DNA integration. 370,000 compounds, 0.64% hits. TR-FRET IN-LEDGF/p75 DNA integration, Eu/Cy5. AID 743269. inhibition, % at 3.7 µM;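 active = inhibition above the screen-wide mean plus 3 SD, cut at about 13% in these data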;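 note: signal is the Cy5 over europium emission ratio at 671 and 618 nm; 0% = plate median of compound wells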
proKLK7 act: activators of human kallikrein-7 zymogen | purified proKLK7, EDANS-DABCYL substrate fluorescence; 100% is mature enzyme control, 0% vehicle | activation, % at 7 µM | 370,000 compounds, 0.9% hits;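 active = activation above the mean of all tested compounds plus 3 SD, computed per campaign excluding outliers beyond control limits, cut at about 13% in these data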
TDP2 absorb: blocks human TDP2 phosphodiesterase activity; O95551; recombinant TDP2, T5PNP hydrolysis, p-nitrophenol absorbance 415 nm; inhibition, % at 12.8 µM; 370,000 compounds, 0.34% hits; AID 720702;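 active = inhibition above the mean of all tested compounds plus 3 SD, set per campaign, cut at about 25% in these data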;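 note: 0% = DMSO with enzyme and 100% = buffer with substrate but no TDP2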
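System – recombinant human TDP2 · Amount – 120 nM TDP2 per well · Buffer or medium – Mg2+-containing Tris-HCl buffer, pH 7.5 · Reagent – T5PNP substrate, 5 mM · Dosing – 12.8 µM single point, 1% DMSO · Incubation – 2 h at 37 °C · Measured by – epi absorbance · Read-out basis – percent inhibition · Benchmarks – high control without enzyme, low control DMSO plus TDP2 · Repeats – singlicate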
ADAM10 inh: inhibits human ADAM10; O14672; recombinant ADAM10, EDANS/DABCYL FRET peptide cleavage, 3 h; inhibition, % at 7 µM; 370,000 compounds, 0.62% hits;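 active = inhibition above a per-campaign cutoff equal to the mean of compounds falling between control-based bounds plus 3 SD, cut at about 20% in these data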;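 note: 0% = DMSO wells while the 100% control is not disclosed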
ARFGAP1 inh: inhibitors of rat ARFGAP1; 360,000 compounds, 0.26% hits; inhibition, % at 16.5 µM; Q62848; Arfgap1-stimulated ARF1 GTP hydrolysis, GDP FP detection;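 active = inhibition above a per-plate limit, mean inhibition of low control wells plus 3 SD, cut at about 25% in these data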;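 note: 0% = DMSO wells with enzyme and 100% = wells lacking Arfgap1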
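Material – truncated rat Arfgap1 GAP domain · Buffer or medium – HEPES-based buffer, pH 7.5 · Reagent – human ARF1(Δ1-17)-GTP substrate · Dosing – 16.5 µM single point, 1.26% DMSO · Schedule – GTP hydrolysis reaction 2 h at 25 °C · Technique – GDP detection by fluorescence polarization · Benchmarks – No-Arfgap1 wells (100%) versus DMSO full-reaction wells (0%) · Repeats – single replicate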
ASAP1 GAP inh: inhibitors of human ASAP1 ArfGAP activity; Q9ULH1; ASAP1-stimulated ARF1 GTP hydrolysis, GDP FP detection; inhibition, % at 16.5 µM; 360,000 compounds, 0.19% hits; AID 624377; in the data active = inhibition above about 25%;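 note: 0% = vehicle with enzyme and substrate and 100% = no enzyme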
ADAM17 inh: ADAM17 inhibition, QFRET primary screen. 370,000 compounds, 0.83% hits. inhibition, % at 6.95 µM. recombinant ADAM17, EDANS/DABCYL FRET peptide cleavage. P78536. AID 720648;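 active = inhibition above the mean of compounds lying between control limits plus 3 SD, set per campaign, cut at about 8.5% in these data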;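 note: 0% = DMSO-only wells as the low control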
DDE Tn7 FP inh: disrupts Tn7 cyclic peptide binding to fibrin D-Dimer-E complex. P02675. FP displacement of FITC-Tn7 peptide from fibrin DD(E); 0% = median of compound wells per plate. inhibition, % at 8.3 µM. 370,000 compounds, 0.13% hits. AID 720508;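 active = inhibition above the mean of compounds falling within the control limits plus 3 SD of them, cut at about 14% in these data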;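 note: 0% = plate median of compound wells and 100% = 10 µM Aha-Tn7 peptide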
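Assay system: Fibrin-DD(E) protein isolated from polymerized human fibrin clots; read-out basis: percent inhibition; medium: Tris/NaCl/CaCl2 buffer, pH 7.8; signal: FP measurement; incubation: 10 min plus 3 h, room temperature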
Tn6 DDE FP: disrupts Tn6 cyclic peptide binding to fibrin D-Dimer-E complex | Fibrin DD(E) TRITC-Tn6 fluorescence polarization displacement | inhibition, % at 8.3 µM | 370,000 compounds, 0.21% hits;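 active = inhibition above a per-campaign cutoff: mean of compounds within control limits plus 3 SD, cut at about 15% in these data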;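 note: 0% = median of all compound wells on the plate and 100% = blocking peptide control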
PLCg1 inh: PLC-gamma1 (human) inhibition, primary screen; P19174; inhibition, % at 12.2 µM; 370,000 compounds, 0.84% hits; AID 720700; purified PLC-gamma1, fluorogenic substrate, fluorescence; in the data active = inhibition above about 9.5%
Target sequence (P19174 whole entry, looked up): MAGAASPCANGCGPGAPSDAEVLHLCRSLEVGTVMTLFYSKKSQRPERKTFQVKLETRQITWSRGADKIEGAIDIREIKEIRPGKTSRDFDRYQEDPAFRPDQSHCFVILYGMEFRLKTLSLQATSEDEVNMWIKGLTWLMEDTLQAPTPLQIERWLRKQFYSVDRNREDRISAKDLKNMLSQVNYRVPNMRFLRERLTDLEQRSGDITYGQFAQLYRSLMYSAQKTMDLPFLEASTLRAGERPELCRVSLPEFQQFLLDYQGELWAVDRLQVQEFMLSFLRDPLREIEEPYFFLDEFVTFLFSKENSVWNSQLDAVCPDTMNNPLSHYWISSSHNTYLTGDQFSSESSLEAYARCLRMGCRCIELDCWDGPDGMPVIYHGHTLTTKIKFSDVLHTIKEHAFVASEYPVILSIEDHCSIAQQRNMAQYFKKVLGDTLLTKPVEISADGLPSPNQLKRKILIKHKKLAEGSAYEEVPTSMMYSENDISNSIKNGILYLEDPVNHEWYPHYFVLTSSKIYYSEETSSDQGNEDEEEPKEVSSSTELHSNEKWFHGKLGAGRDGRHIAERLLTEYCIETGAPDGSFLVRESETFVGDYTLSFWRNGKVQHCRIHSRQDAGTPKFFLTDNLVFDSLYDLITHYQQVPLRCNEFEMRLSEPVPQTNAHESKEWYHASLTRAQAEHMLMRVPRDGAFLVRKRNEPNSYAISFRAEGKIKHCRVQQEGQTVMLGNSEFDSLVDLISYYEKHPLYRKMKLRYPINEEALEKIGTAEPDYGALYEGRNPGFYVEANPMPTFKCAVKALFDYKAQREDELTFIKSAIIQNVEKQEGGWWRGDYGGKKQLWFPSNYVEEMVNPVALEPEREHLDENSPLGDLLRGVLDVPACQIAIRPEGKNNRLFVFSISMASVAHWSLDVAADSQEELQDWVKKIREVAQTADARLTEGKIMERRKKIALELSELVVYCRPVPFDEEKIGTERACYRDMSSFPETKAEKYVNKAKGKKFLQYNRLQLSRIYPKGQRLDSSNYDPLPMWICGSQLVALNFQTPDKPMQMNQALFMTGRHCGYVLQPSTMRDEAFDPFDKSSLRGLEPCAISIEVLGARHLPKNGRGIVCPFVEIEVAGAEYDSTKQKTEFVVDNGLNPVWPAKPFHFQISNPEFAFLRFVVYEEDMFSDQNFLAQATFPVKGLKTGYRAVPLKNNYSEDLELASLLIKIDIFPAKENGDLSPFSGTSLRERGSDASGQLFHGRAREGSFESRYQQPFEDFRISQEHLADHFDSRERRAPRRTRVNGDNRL
Active calls of the source: *; i = inactive.

SMILES	LEDGF integ inh	proKLK7 act	TDP2 absorb	ADAM10 inh	ARFGAP1 inh	ASAP1 GAP inh	ADAM17 inh	DDE Tn7 FP inh	Tn6 DDE FP	PLCg1 inh
Cc1ccc(-n2nc3c(=O)n(CC(=O)NCc4ccccn4)nc(C)c3c2C)cc1	-2	0.4	-11	7	-3	-1	-3	0	-10	-1
O=C(C1=C(O)C(=O)N(CCN2CCOCC2)C1c1ccc(F)cc1)c1cccs1 (stereo unspecified)	4	-0.1	-1	11	4	-13	-2	2	8	2
CC1Cc2ccccc2N1S(=O)(=O)c1cnc(Cl)c(Br)c1 (stereo unspecified)	2	0.5	-20	9	4	-4	2	2	-3	4
c1ccc(NC2=NCCN2CCC2CCCC2)cc1	0	0.3	14	-1	5	-2	-2	-3	-7	3
Cc1ccc(NC(=O)OCCN2CCN(Cc3ccccc3)CCC2=O)cc1C	2	0.3	10	-3	15	9	0	0	-5	5
Cc1ccc(S(=O)(=O)N2C[C@H]3[C@H]4C(=O)N(c5ccccc5)C(=O)[C@H]4C[C@H](OC(=O)NCC4CCCCC4)[C@@]3(O)C2)cc1	0	0.8	0	0	-8	6	2	2	2	-1
COc1ccc(CC(=O)N/N=C/c2ccc(C)s2)cc1	2	0.3	11	-3	-1	-12	0	4	14	-1
Cc1cc(-c2ccc(Br)s2)nc(-n2cccc2)n1	8	-13	-21	i	-3	-8	-187	-6	-6	-202
CC(C)C[C@H](NC(=O)N1CCn2c1nc1ccccc12)C(=O)NCc1ccco1	0	-0.2	8	-1	-10	10	-6	4	4	-1
Cn1c(=O)c2cc(NC(=O)NCc3ccc(Cl)cc3Cl)ccc2n1Cc1ccccc1	-2	-9.8	5	-385	13	4	-102	4	-4	-104
CC(C)CN(C(=O)CN1C(=O)NC(c2ccccc2)(c2ccccc2)C1=O)C1CCS(=O)(=O)C1 (stereo unspecified)	2	-0.2	-5	-8	13	-9	2	-5	2	3
CS(=O)(=O)c1ccc2nc(NC(=O)c3cc(-c4ccccc4)nn3-c3ccccc3)sc2c1	-3	-1.0	-2	-6	8	-14	-4	-3	5	-10
CCCOc1ccc(/C(O)=C2\C(=O)C(=O)N(CCCOC)C23C(=O)N(C)c2ccccc23)cc1 (stereo unspecified)	-2	0.9	-1	1	0	9	-1	-2	8	-3
CC(=O)Nc1cc2nc(C)n(Cc3ccccc3)c2nc1C	-5	0.6	-9	-6	8	-11	-8	5	8	-3
Cc1cc(C(=O)CSc2nnc(Nc3ccccc3)s2)c(C)n1CC1CCCO1 (stereo unspecified)	0	0.6	-4	1	6	9	-1	-2	0	0
COCC(C)n1c(SCC(=O)N(C)C2CCS(=O)(=O)C2)nc2ccccc2c1=O (stereo unspecified)	-3	-0.9	2	-1	9	-4	-6	5	6	0
CCOC(=O)N1CCC(NC(=O)c2cc(C(=O)Nc3ccc(OC)c(OC)c3)ccc2CO)CC1	3	-0.4	-8	-1	-11	4	0	2	3	3
Cc1ccc(NC(=O)CCN2CC(C)OC(C)C2)cc1 (stereo unspecified)	-6	0.2	-17	-14	2	-6	-3	1	3	1
O=C(O)c1ccc(/C=N/NC(=O)c2cc(-c3ccc4c5c(cccc35)CC4)n[nH]2)cc1	-2	0.3	-1	-2	-7	0	-4	4	-17	-5
Cc1ccccc1Nc1ccc2nonc2c1[N+](=O)[O-]	-5	-0.1	-1	-8	3	7	-2	-3	-5	2
COc1ccccc1CC(NC(C)=O)C(=O)NC1CCN(C(=O)c2ccc([N+](=O)[O-])cc2)CC1 (stereo unspecified)	2	-0.1	-2	1	5	3	-7	2	-5	-1
Cc1ccc(NC(=O)C2CCN(S(=O)(=O)c3ccc(F)cc3)CC2)cc1	0	-0.1	0	7	-9	16	4	-11	-2	4
CCNC(=O)CN(c1ccccc1OC)S(=O)(=O)c1cccs1	0	-0.6	-1	2	6	3	-1	-3	2	4
Cn1ccs/c1=N\S(=O)(=O)c1ccc(Br)cc1	-3	-0.4	2	6	3	3	-2	3	-3	-1
CC(=O)NCCCc1nc2ccccc2n1Cc1c(F)cccc1Cl	1	0.2	6	-3	5	11	-2	-6	3	0
SMILES	LEDGF integ inh	proKLK7 act	TDP2 absorb	ADAM10 inh	ARFGAP1 inh	ASAP1 GAP inh	ADAM17 inh	DDE Tn7 FP inh	Tn6 DDE FP	PLCg1 inh
C#CCNC(=O)/C=C/c1ccc(C)cc1	-3	0.6	-3	0	11	6	6	-1	6	4
CCOCCCNC(=O)C1CCC(CNS(=O)(=O)c2cccc3nsnc23)CC1 (stereo unspecified)	-3	0.0	14	1	6	9	2	-5	-3	2
CCOC(=O)c1c(C)[nH]c2cc(Br)c(OC)cc12	-3	-0.6	8	5	11	1	2	4	-5	2
COc1ccccc1NC(=O)C1=C(C)NC(=O)NC1c1ccccc1[N+](=O)[O-] (stereo unspecified)	2	-1.3	9	-10	-7	-3	-2	-4	0	-22
COc1cccc(NC(=O)CN(C)C(=O)c2ccccn2)c1	-3	1.2	0	-14	14	-9	-7	5	5	2
CCC(Sc1nc(N)cc(=O)[nH]1)C(=O)NC(C(=O)OC)c1ccccc1 (stereo unspecified)	-2	0.8	-6	3	3	-4	-1	-6	2	3
O=C(C1CCN(S(=O)(=O)c2ccc(Cl)s2)CC1)N1CCN(c2ccccc2)CC1	1	0.1	12	3	14	5	0	-2	-4	1
CN(Cc1ccccc1)C(=O)COC(=O)C12CC3CC(CC(Br)(C3)C1)C2	1	0.0	-1	-8	-15	3	-4	1	3	4
CCc1c(C)sc(NC(=O)c2ccco2)c1C(=O)N1CCCCC1	0	0.2	4	-2	11	-2	-1	-8	-7	-6
COc1ccccc1C(=O)NCCC(=O)N1CCN(S(=O)(=O)c2ccc(Cl)cc2)CC1	-6	0.3	6	-8	-5	-9	-4	7	0	1
FC(F)(F)c1ccccc1-c1nc(-c2ccncc2)no1	0	0.6	4	-2	-6	-5	-4	10	10	0
CCCCN1C2CCCC1CC(NC(=O)c1ccccc1Cl)C2 (stereo unspecified)	1	0.8	-17	2	-10	-11	0	8	4	0
COC(=O)CNC(=O)COC(=O)C(Cc1ccccc1)NC(=O)c1ccco1 (stereo unspecified)	1	0.4	-5	5	-6	-1	-3	-1	-11	3
CCN1CCN(C(=O)C2=CC(c3ccc(OC)cc3)=NS(=O)(=O)N2C)CC1	3	1.4	6	-15	0	-14	-3	4	-5	-77
COC(=O)/C(=C\Nc1ccc(OC)cc1)NC(=O)c1ccc(Cl)cc1Cl	-2	-0.5	-2	5	8	13	-1	0	4	5
COc1ccc(C2CC(=O)Oc3c2c(=O)n(C)c2ccccc32)c(OC)c1OC (stereo unspecified)	-9	-2.1	7	-86	-3	8	-36	9	2	-13
CCOc1ccc(-n2c(=O)c3sccc3n(Cc3ccc(C)cc3)c2=O)cc1	-2	0.6	10	3	1	-1	-9	4	3	-2
CC[C@]12c3[nH]c4ccc(Cl)cc4c3CCN1C(=O)[C@@H](CC(=O)NCCN1CCOCC1)C[C@@H]2C(=O)N1CCN(C(=O)C2CC2)CC1	1	0.2	3	-16	16	17	0	-2	-4	0
COc1ccccc1NS(=O)(=O)c1cccc(NS(=O)(=O)c2cc(C(=O)O)ccc2OC)c1	0	0.0	-29	-2	2	6	6	2	6	8
COc1ccc(Cl)cc1NC(=O)COC(=O)C1=NNC(=O)CC1	-2	0.0	11	-1	-2	-1	-5	7	-1	-2
O=c1cc(C(F)(F)F)nc(-c2cccnc2)[nH]1	-3	0.2	-7	2	1	3	2	-3	-4	0
O=[N+]([O-])c1ccc(N=NN(CCO)CCO)cc1	0	0.7	1	3	-4	-4	-3	3	-4	-2
CSc1ccccc1OCc1cc(C(=O)N2CCN3CCCC3C2)no1 (stereo unspecified)	4	0.1	1	-9	8	-3	-2	2	1	2
Cc1cc(Cl)nc(Cl)c1C(=O)NC(=O)NCCC(C)C	0	0.3	3	-1	-8	6	0	-4	3	0
CCOc1ccc(NC(=S)N(CCCN2CCOCC2)Cc2cn(C)c3ccccc23)cc1	-4	0.8	3	-2	9	5	-3	-1	3	-1
SMILES	LEDGF integ inh	proKLK7 act	TDP2 absorb	ADAM10 inh	ARFGAP1 inh	ASAP1 GAP inh	ADAM17 inh	DDE Tn7 FP inh	Tn6 DDE FP	PLCg1 inh
COc1ccccc1N(C)S(=O)(=O)c1ccc(C(=O)Nc2cc(OC)c(OC)c(OC)c2)cc1	-9	1.1	2	3	15	0	6	1	-10	7
CCOc1oc(-c2ccc(OC)cc2)nc1C(F)(F)F	2	0.1	-4	-2	-5	-5	1	2	-4	1
C=CCN1C(=O)c2ccccc2Sc2ccc(C(=O)N3CCN(C)CC3)cc21	2	0.1	9	-9	7	-4	-4	-1	4	0
Cc1ccc(C2(C)NC(=O)N(CC(=O)NNC(=O)c3ccccc3F)C2=O)cc1 (stereo unspecified)	2	0.7	-4	-8	2	3	-1	8	6	1
Cc1ccc(C(=O)Nc2ccc3ccccc3n2)cc1	-4	0.1	-13	9	-5	3	1	2	10	4
CCOC(=O)c1c(NC(=O)CCl)sc(CN(C)C)c1-c1ccccc1	-2	0.4	-4	4	4	-2	0	1	-6	2
Cc1ccn2cc(CCNC(=O)Cc3cccs3)nc2c1	-1	0.4	4	-31	0	-7	-9	-4	-2	-1
O=C1CC(C(=O)Nc2ncccn2)C(c2ccccc2)O1 (stereo unspecified)	4	0.3	-5	-6	3	-10	-2	-2	2	2
O=Cc1c(Cl)cccc1Cl	3	-0.8	0	0	2	9	-2	-2	-3	3
COc1ccc(C(=O)OCC(=O)NCC2CCCO2)c(F)c1 (stereo unspecified)	1	0.1	-5	-5	8	2	-2	-3	-2	2
COCc1ccc(C(=O)N2CCCC(CNC(=O)c3ccc(F)cc3)C2)o1 (stereo unspecified)	0	-0.9	4	-5	11	5	-5	9	-1	-4
O=C(Nc1ccccc1)/C(=C\c1cccs1)NC(=O)c1ccccc1	4	0.6	-8	-12	13	0	-1	0	0	-2

Full records as entered above:
`Cc1ccn2cc(CCNC(=O)Cc3cccs3)nc2c1` in the list: LEDGF integ inh = -1; proKLK7 act = 0.4; TDP2 absorb = 4; ADAM10 inh = -31; ARFGAP1 inh = 0; ASAP1 GAP inh = -7; ADAM17 inh = -9; DDE Tn7 FP inh = -4; Tn6 DDE FP = -2; PLCg1 inh = -1
`COCc1ccc(C(=O)N2CCCC(CNC(=O)c3ccc(F)cc3)C2)o1` (stereo unspecified) in the list: LEDGF integ inh = 0; proKLK7 act = -0.9; TDP2 absorb = 4; ADAM10 inh = -5; ARFGAP1 inh = 11; ASAP1 GAP inh = 5; ADAM17 inh = -5; DDE Tn7 FP inh = 9; Tn6 DDE FP = -1; PLCg1 inh = -4
